Compound activity as filed in PubChem.
Yeast growth inh – growth inhibitors of yeast BB579 in restrictive medium, primary screen, yeast lifespan-shortening project, S. cerevisiae | inhibition, % at 10 µM | OD615, 48 h | 140,000 tested, 0.51% active;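 active means inhibition above a set limit, 3 SD over the mean compound inhibition, cut at about 44% in these data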; further: inactives centre near -24
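Test system: Saccharomyces cerevisiae DeaD strain BB579, replicative lifespan model yeast | Buffer or medium: Restrictive CSMM-D medium | Doses: One dose, 10 µM compound with 0.25% DMSO | Incubation: 48 h exposure, 30 °C | Detection: Culture absorbance at 615 nm | Control set: Amphotericin B at 10 µg/mL as positive control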
PTEN del growth – growth suppression of PTEN-null HCT116, primary screen, cell-based, CellTiter-Glo; viability, % at 10 µM; HCT116 PTEN-null viability, 60 h; active compounds read low; AID 827, 2007; 140,000 tested, 1.2% active;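 active means viability at or below a set limit, 4 SD under the median of all tested compounds, cut at about 3.7% in these data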;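 further: PTEN knockout HCT116 line with beta catenin targeted HCT116 as companion control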
Measles CPE – compounds protecting cells from measles virus cytopathic effect, primary screen, measles RdRp inhibitor project, single point, MLSMR library, absorbance | AID 841, 2007 | 140,000 tested, 1.5% active | protection (pct of control), % at 4 µM | Measles virus-infected cells, CPE protection; in the data active means protection mostly above about 24%, no sharp cut-off; inactive means mostly below about 26%; further: some compounds called inactive have numbers as strong as hits
NPY-Y2 antag – NPY-Y2 receptor antagonists, primary screen, cell-based; inhibition, % at 2.7 µM; NPY-Y2 expressing cells, antagonist mode; 140,000 tested, 0.99% active; in the data active means inhibition above about 17%;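 further: 0% = vehicle with agonist challenge and 100% = reference antagonist with challenge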
Target sequence (P49146 whole entry, looked up): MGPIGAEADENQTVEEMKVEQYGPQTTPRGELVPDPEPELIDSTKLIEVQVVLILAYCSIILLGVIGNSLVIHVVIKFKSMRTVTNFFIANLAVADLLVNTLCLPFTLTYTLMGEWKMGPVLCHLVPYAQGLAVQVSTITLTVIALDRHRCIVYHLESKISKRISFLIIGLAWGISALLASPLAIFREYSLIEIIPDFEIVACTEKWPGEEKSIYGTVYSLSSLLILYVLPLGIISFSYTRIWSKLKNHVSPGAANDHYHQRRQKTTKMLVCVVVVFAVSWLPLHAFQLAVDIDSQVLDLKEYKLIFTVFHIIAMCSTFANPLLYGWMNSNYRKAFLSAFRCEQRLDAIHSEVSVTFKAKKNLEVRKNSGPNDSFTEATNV
Yeast lifespan up – compounds extending yeast replicative lifespan, primary screen, S. cerevisiae, OD615; S. cerevisiae growth with nicotinamide; deaD strain in restrictive glucose medium; inhibition of the nicotinamide effect, % at 10 µM; 130,000 tested, 0.68% active;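 active means inhibition above a set limit, placed 3 SD over the median of all compounds, cut at about 26% in these data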;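 further: 0% = nicotinamide-treated wells and 100% = cells grown without nicotinamide; some compounds called inactive have numbers as strong as hits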
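assay system = DeaD-strain S. cerevisiae | buffer or medium = restrictive glucose medium | reagent = 1.5 mM nicotinamide | compound = 10 µM single point, 0.25% DMSO | incubation = 48 h compound exposure at 30 °C, humidified | signal = OD615 measurement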
E-sel TNF inh – E-selectin induction blockers in HUVEC – imaging, immunofluorescence, high content, primary screen | HUVEC TNFa-induced E-selectin immunofluorescence | inhibition, % at 2 µM | 120,000 tested, 0.71% active;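 active means inhibition above the batch mean plus 3 SD, and confirmed as a hit on visual image review, cut at about 43% in these data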;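 further: 0% = TNF-stimulated DMSO wells and 100% = unstimulated control wells; not every result past the cut was called active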
MRP-1 activ – H69AR viability gain despite doxorubicin, primary screen, MRP-1 activator project, H69AR cells, CellTiter-Glo; 140,000 tested, 0.61% active; viability increase, % at 10 µM; AID 799, 2007; viability rescue;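 active means viability gain under doxorubicin at or above a set limit, the compound median plus 3 SD, cut at about 4.7% in these data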;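 further: MRP-1 overexpressing cells given doxorubicin 25 µM after compound pretreatment; 18-22 h compound pretreatment then 72 h with doxorubicin before readout; 0% = doxorubicin-only wells and 100% = vehicle-treated cells without doxorubicin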
Phagocytosis inh – inhibitors of macrophage phagocytosis, primary screen, imaging, J774A.1 cells, IgG beads; J774A.1 macrophage IgG-bead phagocytosis; 110,000 tested, 0.07% active; AID 1029, 2008; inhibition, % at 5 µM;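 active means inhibition above the mean of the plate negative controls plus 5 SD, cut at about 13% in these data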;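 further: phagocytic index as fraction of beads internalized from green versus red external bead signal; plate controls were DMSO negative control for no effect and cytochalasin-D positive control for full effect; some results beyond the cut were filed as inactive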
HCT116 bCat-KO – primary screen for growth suppressors in beta-catenin knockout HCT116 cells (colon tumor, human). 140,000 tested, 1.5% active. AID 818, 2007. HCT116 beta-catenin knockout viability, CellTiter-Glo, 60 h; active compounds read low. viability, % at 10 µM;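 active means viability at or under a set limit, the compound median less 4 SD, cut at about 6% in these data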;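 further: 0% = Hyamine 1622 control at 20 µM and 100% = untreated cell control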
GALR2 antag – GALR2 antagonists in receptor-expressing cells, primary screen | Galanin receptor type 2 (Homo sapiens), O43603 | antagonist mode | inhibition, % at 4 µM | 140,000 tested, 0.39% active; in the data active means inhibition above about 27%;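 further: cells stimulated with galanin 1-16 at roughly its EC80; 0% = agonist challenge control and 100% = basal control without agonist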
Target sequence (O43603 whole entry, looked up): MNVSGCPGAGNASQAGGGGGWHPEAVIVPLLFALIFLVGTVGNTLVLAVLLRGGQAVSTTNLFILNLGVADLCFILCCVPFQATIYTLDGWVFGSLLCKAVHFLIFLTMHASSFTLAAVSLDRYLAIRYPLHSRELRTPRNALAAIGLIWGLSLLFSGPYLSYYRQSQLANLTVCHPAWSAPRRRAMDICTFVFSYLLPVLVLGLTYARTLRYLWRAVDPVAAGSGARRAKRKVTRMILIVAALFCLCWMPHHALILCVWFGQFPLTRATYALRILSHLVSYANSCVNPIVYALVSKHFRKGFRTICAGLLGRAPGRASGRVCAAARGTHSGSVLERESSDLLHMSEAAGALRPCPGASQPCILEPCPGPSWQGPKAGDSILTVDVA
Numbers without * were called inactive; . = not tested or not shown; & = joins results of further samples.

SMILES | Yeast growth inh | PTEN del growth | Measles CPE | NPY-Y2 antag | Yeast lifespan up | E-sel TNF inh | MRP-1 activ | Phagocytosis inh | HCT116 bCat-KO | GALR2 antag
Cc1ccc(-c2cc(C(=O)Nc3sc4c(c3C(=O)NCc3ccco3)CCC4)[nH]n2)c(O)c1 | -28 | 64 | 47 | -2 | 0 | . | -3.6 | -12 | 76 | 4
O=C(c1ccccc1Sc1ccc([N+](=O)[O-])cc1)N1CCCCC1 | -16 | 72 | 15 | 6 | -2 | 1 | -1.9 | -6 | 78 | 5
O=C(CC1CCCCC1)N1CCC(c2nc(-c3ccc(S(=O)(=O)N4CCCC4)cc3)no2)CC1 | -21 | 27 | 2 | 4 | 0 | 6 | -6.4 | . | 32 | -9
N=c1ccn(Cc2ccc(Cl)cc2Cl)cc1 | -3 | 19&21 | 5 | -1 | -10 | -4 | -0.9 | 0 | 18 | -6
O=C(COc1ccc(S(=O)(=O)N2CCCC2)cc1Cl)Nc1ccc2c(c1)OCO2 | -39 | 107 | 12 | 1 | -9 | -14 | -0.7 | -1 | 98 | -11
O=C(CSc1nnc(-c2ccccc2)c(-c2ccccc2)n1)N1CCc2ccccc21 | -70 | 81 | 4 | 1 | -14 | 19 | -1.5 | 0 | 82 | -3
CC1CC(C)(C)N(C(=O)CN2C(=O)c3ccccc3C2=O)c2ccccc21 (stereo not given) | -20 | 88 | 10 | 4 | . | -13 | -2.9 | . | 83 | -9
C=CCNC(=O)c1cccc(Br)c1 | -16 | 110 | 30 | 3 | -10 | -16 | -0.8 | -1 | 93 | 14
CC(CCc1ccccc1)NC(=O)c1ccc(NC(=O)c2cccc(Br)c2)cc1 (stereo not given) | -57 | 53 | 9 | -4 | 0 | -3 | -4.0 | . | 48 | 14
Cc1ccccc1NC(=O)CC1S/C(=N/c2nccs2)N(C)C1=O (stereo not given) | -69 | 123 | 7 | -1 | -8 | 8 | -0.3 | -1 | 104 | -3
Cc1ccc(C)c(NC(=S)NCC(c2cccnc2)N2CCOCC2)c1 (stereo not given) | -24 | 92 | 30 | 4 | 1 | 5 | -3.3 | -4 | 89 | -3
O=C(OCC#CCSc1nnc(-c2ccccc2)o1)c1cc2ccccc2o1 | -52 | 97 | 22 | 5 | -3 | 2 | -3.5 | -2 | 85 | 2
COc1cc(Cl)c(S(=O)(=O)N2CCN(Cc3ccc4c(c3)OCO4)CC2)cc1Cl | -54 | 69 | 22 | 10 | -7 | -30 | -0.9 | 0 | 51 | 17
NS(=O)(=O)c1cccc(NC(=O)Cn2cnc3ccccc3c2=O)c1 | -35 | 97 | 3 | 2 | -12 | -7 | 0.1 | 1 | 95 | -10
O=C(C[n+]1ccc2ccccc2c1)Nc1cc(C(F)(F)F)ccc1Cl | -3 | 81 | 36 | 3 | 11 | 6 | -5.7 | -7 | 88 | 7
Cc1cc(S(=O)(=O)NCCN(C)C)c(C)s1 | -26 | 104 | 19 | -1 | 24 | 2 | -1.4 | . | 94 | 5
OCCn1c(CSc2nnc(-c3ccco3)n2-c2ccccc2)nc2ccc(Cl)cc21 | -92 | 93 | 3 | 0 | 2 | -5 | -1.0 | -2 | 87 | -21
COc1ccc(Nc2nc(Cl)nc(NCCO)n2)cc1 | -33 | 103 | 20 | 4 | 5 | . | -0.8 | -9 | 90 | -12
CCOc1nc(-c2ccc(OC)cc2)ccc1-c1noc(-c2cc(OC)c(OC)c(OC)c2)n1 | -51 | 42 | 25 | -1 | -7 | -4 | -5.7 | 5 | 20 | -4
Cc1cccc(NC(=O)Cn2cnc3ccccc3c2=O)c1C | 11 | 90 | 6 | 0 | -22 | . | -1.8 | 5 | 98 | -14

Part of the list above, with each value named.
structure: Cc1ccccc1NC(=O)CC1S/C(=N/c2nccs2)N(C)C1=O (stereo not given)
  Yeast growth inh = -69; PTEN del growth = 123; Measles CPE = 7; NPY-Y2 antag = -1; Yeast lifespan up = -8; E-sel TNF inh = 8; MRP-1 activ = -0.3; Phagocytosis inh = -1; HCT116 bCat-KO = 104; GALR2 antag = -3

structure: CC1CC(C)(C)N(C(=O)CN2C(=O)c3ccccc3C2=O)c2ccccc21 (stereo not given)
  Yeast growth inh = -20; PTEN del growth = 88; Measles CPE = 10; NPY-Y2 antag = 4; Yeast lifespan up = .; E-sel TNF inh = -13; MRP-1 activ = -2.9; Phagocytosis inh = .; HCT116 bCat-KO = 83; GALR2 antag = -9

The list continues:
SMILES | Yeast growth inh | PTEN del growth | Measles CPE | NPY-Y2 antag | Yeast lifespan up | E-sel TNF inh | MRP-1 activ | Phagocytosis inh | HCT116 bCat-KO | GALR2 antag
CC(=O)Nc1ccc(C(=O)CSc2nnc(Cc3ccccc3)o2)cc1 | -43 | 110 | 6 | 0 | -10 | 16 | -1.0 | 2 | 103 | -12
N/C(=N\c1nc2ccccc2o1)NC(=O)c1ccc(Cl)cc1 | -12 | 97 | 24 | 6 | -3 | . | -1.9 | 2 | 85 | -13
CCc1cc(-c2n[nH]c(=S)n2Cc2ccccc2)cs1 | -24 | 82 | 11 | 8 | -14 | -5 | -1.8 | . | 85 | 4
O=C(CSc1nc2ccccc2[nH]1)c1ccco1 | -15 | 112 | 4 | -2 | -14 | -23 | -1.0 | 0 | 96 | 1
COC(=O)c1[nH]c2cccc(OC)c2c1NC(=O)CN1CC2(C)CC1CC(C)(C)C2 (stereo not given) | -30 | 93 | 16 | 4 | -16 | . | 0.0 | -1 | 91 | 0
CC(C)(C)NC(=O)c1ccc2c(c1)N(CC(=O)N1CCN(c3ccccc3F)CC1)C(=O)C(C)(C)O2 | -24 | 79 | 5 | 1 | -6 | -6 | -1.3 | 0 | 71 | 7
COc1ccc(/C=C\C(=O)c2c(O)ccc3c(C)cc(=O)oc23)cc1 | -60 | 70 | 11 | 10 | -7 | -4 | -2.2 | -1 | 63 | 1
Cc1ccccc1Cn1nc(C)c(NC(=O)C2c3ccccc3Oc3ccccc32)c1C | -7 | 84 | 27 | 15 | -4 | . | -2.0 | -3 | 85 | 0
CCSC(=O)CCCCCCCCCCCO | 21 | 86 | 5 | -5 | 7 | 5 | -1.1 | . | 101 | 4
Cc1ccnc(NS(=O)(=O)c2ccc(NS(=O)(=O)c3cccs3)cc2)n1 | 11 | 99 | 6 | 0 | -7 | -6 | -1.9 | . | 88 | 5
Cc1cc(CCC(=O)O)c(C)cc1CCC(=O)O | -30 | 100 | 11 | 2 | -3 | -2 | -0.6 | 0 | 98 | 9
CC(=O)c1ccc(NC(=O)CCC(=O)OCC(F)(F)C(F)F)cc1 | -3 | 95 | 3 | -2 | -11 | . | -0.6 | . | 91 | 2
Cc1cccc(-c2n[nH]c(=S)n2Cc2ccccc2)c1 | -43 | 88 | 7 | 3 | . | -8 | -4.8 | . | 93 | 2
O=c1cc(-c2ccc(F)cc2)[nH][nH]1 | -15 | 91 | 5 | 0 | 2 | 3 | -2.0 | -1 | 92 | 14
COc1ccc(-c2noc(CN(C(=O)c3cccs3)C(C)C)n2)cc1 | -36 | 90 | 20 | 5 | -7 | 2 | -2.5 | . | 92 | 13
COC(=O)Cc1c(C)c2cc(Cl)c(OC(=O)c3ccco3)cc2oc1=O | -33 | 105 | 54 | 3 | 9 | 14 | -0.7 | -1 | 108 | 13
NC(=O)CSc1nc2c(c(=O)n1-c1ccccc1)C1(CCCCC1)Cc1ccccc1-2 | -9 | 75 | 22 | -2 | 1 | 13 | -3.7 | -6 | 81 | -5
COC(=O)c1c(NC(=O)CSc2nc3ccccc3c(=O)n2-c2ccccc2)sc(C)c1C | -9 | 54 | 21 | 2 | 1 | 10 | -2.3 | -3 | 57 | 4
CC(C)(C)N1C(=O)c2ccc(C(=O)NCc3ccco3)cc2C1=O | -80 | 102 | 8 | 0 | -11 | -13 | -1.1 | . | 98 | -9
CN1CCC(N(C)C(=O)COc2ccccc2-c2ccccc2)CC1 | -9 | 94 | 14 | -2 | 30 | -32 | -1.0 | 1 | 95 | -1
COCCCNc1nc2c(-c3ccc(Cl)cc3)nnn2c2ccccc12 | -43 | 80 | 8 | -1 | 6 | -13 | -2.7 | . | 86 | 8
CCOc1ccccc1NC(=O)c1ccccc1-c1nc(-c2ccccc2OC)no1 | -42 | 72 | 2 | 16 | -7 | 12 | -1.4 | 0 | 75 | -3
Cc1c(Br)c([N+](=O)[O-])nn1CCCC(=O)N1CCN(c2ccccc2)CC1 | -26 | 100 | 4 | 3 | -6 | 29 | -2.0 | -11 | 95 | 3
CN(C)c1nc(N)nc(CSc2nnnn2-c2cccc3ccccc23)n1 | -44 | 64 | 7 | 6 | 0 | -5 | -0.2 | -2 | 50 | -1
CC1Cc2ccccc2N1C(=O)COC(=O)Cn1cnc2ccccc2c1=O (stereo not given) | -29 | 107 | 22 | 2 | -10 | -16 | 0.1 | -2 | 124 | -13
C/C(=N\NC(=O)CNc1cccc(C)c1)c1ccc(Br)s1 | -35 | 88 | 5 | 1 | -5 | . | 0.1 | -12 | 79 | -6
COc1ccc(C2c3c(ccc4ccccc34)Oc3ncn4nc(CO/N=C/c5ccccc5)nc4c32)cc1 (stereo not given) | -87 | 92 | 21 | 2 | 3 | 0 | 1.0 | -1 | 96 | 2
COC(=O)/C(=C/c1ccco1)NC(=O)c1ccco1 | -20 | 104 | 17 | 2 | 8 | . | -1.5 | 1 | 93 | 3
COc1ccc(C(=O)C(OC(=O)c2ccc(C)c(NC(C)=O)c2)c2ccccc2)cc1 (stereo not given) | -39 | 84 | 10 | -1 | -1 | 15 | -1.4 | -2 | 81 | 3
O=C(CNC(=O)c1ccc(S(=O)(=O)N2CCCC2)cc1)N/N=C/c1ccccc1Cl | -4 | 92 | 21 | 1 | 1 | . | -3.1 | -6 | 95 | 6
Cc1ccc(NC(=O)CN2C(=O)/C(=C\c3cccs3)SC2=S)cc1 | -37 | 109 | 6 | 4 | 3 | -29 | 1.4 | -5 | 101 | 11
S=c1[nH]cc(Cc2ccccc2)s1 | -29 | 100 | 41 | 8 | 5 | . | -2.0 | -2 | 98 | -3
COc1ccc(C(O)CNc2ccc(C)cc2)cc1 (stereo not given) | -1 | 100 | 30 | 2 | -27 | 5 | -2.5 | -1 | 104 | -3
NCCc1nnc(SCc2ccc(F)cc2)o1 | 8 | 100 | 11 | 0 | -28 | -52 | 0.6 | 0 | 76 | 17
Cc1ccc2nc(-c3cccnc3SCC(=O)N3c4ccccc4CC3C)[nH]c2c1 (stereo not given) | -15 | 58 | 5 | 1 | -15 | 13 | -1.5 | 1 | 65 | 0
COc1ccc([N+](=O)[O-])cc1NC(=O)CSCc1cc(C)cc(C)c1 | -44 | 80 | 5 | 1 | -3 | . | -3.0 | -4 | 76 | 2
CCN(CC)C(=O)C1CCCN(Cc2ccc3c(c2)OCO3)C1 (stereo not given) | -55 | 93 | 25 | 3 | -5 | -11 | -0.9 | 2 | 99 | -7
